Sm TGR inh – inhibitors of Schistosoma mansoni thioredoxin glutathione reductase. Q962Y6. purified TGR, DTNB reduction, TNB absorbance 405 nm. Potency, µM (highest dose often 114 µM), inactives show at the highest dose activity change, negative = inhibition, most hits filed as inhibitors. 360,000 compounds, 3% hits; further: potency means the concentration at half of the fitted maximal effect; nearly all actives have a fitted effect of over 60% in size
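TGR 20 nM + NADPH 100 uM (dispensed conc.), cpd preinc 15 min RT; start with NADPH (500 uM addition) then DTNB (15 mM addition). Kinetic TNB absorbance, 405 nm filter. Four-parameter Hill fit across titration.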
AMA1 RON2 block – disrupts binding of P. falciparum AMA1 to RON2. Potency, µM (doses to about 58.2 µM), inactives show at the highest dose activity change, negative = inhibition, most hits filed as inhibitors. AlphaScreen AMA1-biotinylated RON2 peptide binding. 360,000 compounds, 0.2% hits;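 further: potency means the concentration at half of the fitted maximal effect; 0% = vehicle wells and -100% = peptide control; nearly all actives have a fitted effect of over 45% in size; some results filed as inactive show a strong effect at the top dose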
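AMA1 (3D7) with his tag at 25 nM final met compounds first, then biotinylated RON2 peptide at 25 nM; detection used donor plus acceptor beads, 10 µg/mL apiece, read by AlphaScreen after 30 min at room temperature.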
AmpC inh detg – inhibitors of E. coli AmpC beta-lactamase with detergent | P00811 | AmpC hydrolysis of nitrocefin, absorbance 480 nm, 0.01% Triton | Potency, µM (titrated, usually from 114 µM), for inactives: at the highest dose activity change, negative = inhibition, actives largely listed as inhibitors | 370,000 compounds, 0.041% hits;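 further: potency means the concentration at half of the fitted maximal effect; 0% = no-compound wells and -100% = no-enzyme wells; nearly all actives have a fitted effect of over 25% in size; some results filed as inactive show a strong effect at the top dose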
Target sequence (P00811 whole entry, looked up): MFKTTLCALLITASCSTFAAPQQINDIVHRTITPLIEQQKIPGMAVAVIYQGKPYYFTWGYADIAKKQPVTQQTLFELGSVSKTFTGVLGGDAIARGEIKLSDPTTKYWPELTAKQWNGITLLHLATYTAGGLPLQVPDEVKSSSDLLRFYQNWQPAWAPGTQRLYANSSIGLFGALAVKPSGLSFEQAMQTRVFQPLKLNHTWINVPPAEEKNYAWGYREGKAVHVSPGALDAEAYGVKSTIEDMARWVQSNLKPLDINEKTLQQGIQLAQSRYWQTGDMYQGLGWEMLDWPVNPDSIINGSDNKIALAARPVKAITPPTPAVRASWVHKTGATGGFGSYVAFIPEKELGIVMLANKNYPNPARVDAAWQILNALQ
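AmpC (5.3 nM in the dispensed reagent) in 20 mM phosphate pH 7.0 with 0.01% (detergent screen) or 0.0001% Triton X-100 was preincubated with compounds for 15 min at room temperature. Nitrocefin was then added from an 800 uM solution, and hydrolysis was followed at 480 nm.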
HCV inhibitor – blocks hepatitis C virus; 340,000 compounds, 3.4% hits; Potency, µM (doses to about 41.8 µM), for inactives: top-dose activity change, negative = inhibition, usual class: inhibitors; AID 651820; Huh7.5.1 HCVcc-Cre infection, luciferase reporter, 44 h; further: potency means the concentration at half of the fitted maximal effect
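Whole-lifecycle infectious HCVcc-Cre system; cells 1,000/well, compound then virus (~0.5 moi) added 4 h after plating, 44 h culture. Luciferase read 15 sec following 15 min substrate incubation, room temp.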
HCMV inh – inhibitors of human cytomegalovirus; HFF cells, HCMV-luciferase reporter, 72 h; hits give low values; activity change, negative = inhibition, % at 57.5 µM; 410,000 compounds, 4.5% hits; AID 1259415; in the data active means activity change below about -60%; inconclusive means no clear call, values can overlap the other calls; inactive means above about -39%
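After 16 h attachment at 37C, HFF cells received test compound and HCMV-luciferase (1 PFU/cell); reporter luminescence read 72 h later, data normalized against buffer-only and known inhibitor Salinomycin.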
Giardia FBPA inh – Giardia lamblia aldolase inhibition. A8B2U2. purified Giardia FBPA. Potency, µM (titrated, usually from 59.6 µM), without a hit: top-dose activity, negative = inhibition, actives largely listed as inhibitors. 290,000 compounds, 0.71% hits; further: potency means the concentration at half of the fitted maximal effect; nearly all actives have a fitted effect of over 55% in size
Target sequence (A8B2U2 whole entry, looked up): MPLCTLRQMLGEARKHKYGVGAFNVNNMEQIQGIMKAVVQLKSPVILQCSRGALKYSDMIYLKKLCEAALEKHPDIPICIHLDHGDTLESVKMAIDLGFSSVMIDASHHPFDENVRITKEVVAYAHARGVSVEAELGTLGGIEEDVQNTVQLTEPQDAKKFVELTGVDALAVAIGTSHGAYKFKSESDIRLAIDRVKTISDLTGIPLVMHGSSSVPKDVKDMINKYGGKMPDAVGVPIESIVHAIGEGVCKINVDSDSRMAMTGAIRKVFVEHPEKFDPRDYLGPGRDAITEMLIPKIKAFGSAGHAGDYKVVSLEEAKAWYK
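40 nM FBPA preincubated 10 min at RT with compound (up to 57.5 uM final), then substrate plus GAPDH/TPI/NAD/arsenate coupling and diaphorase/resazurin added. Fluorescence read after 20 min at RT, 525/598 nm.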
Numbers without * were called inactive; u = inconclusive; x = not tested or not shown; [ ] = dose if it differs, or a comment. Unless noted, the call rests on the fitted dose curve; in most records, active means well fitted curve in the direction sought with a large enough effect; inconclusive means small, poorly fitted or top-dose-only effect, or another doubt; inactive means no such curve, though single readings can be large; an effect the other way counts as inactive or inconclusive. Unless noted, on the % scale 0 is the no-effect control and ±100 the full control effect.

SMILES	Sm TGR inh	AMA1 RON2 block	AmpC inh detg	HCV inhibitor	HCMV inh	Giardia FBPA inh
Cn1cc(C[C@H](C(=O)O)N2C(=O)c3ccc(C(=O)O)cc3C2=O)c2ccccc21	u	x	u	x	x	1%
Cc1cc(C(C2C(=O)CC(C)(C)CC2=O)C2C(=O)CC(C)(C)CC2=O)cc(C)c1OC(F)F	32µM*	-4%	-9%	17%	14	-10%
NC(=O)c1ccc(-c2nnn(CC(=O)N(C3CCCCC3)C3CCS(=O)(=O)C3)n2)cc1 (configuration not stated)	-12%	4%[11.6 µM]	-14%	38%[activator]	-11	x
COc1ccc(OC)c(NC(=O)Cc2c(C(=O)O)[nH]c3ccc(Cl)cc23)c1	-12%	x	15%	x	8	x
O=C(Nc1ccc(Cl)cc1Cl)c1cc(S(=O)(=O)NCc2ccc3c(c2)OCO3)ccc1F	0%	x	5%	x	u	x
O=C(COC(=O)CNC(=O)C12CC3CC(CC(C3)C1)C2)NC1CCS(=O)(=O)C1 (configuration not stated)	7%	-22%	-2%	20%	-6	-1%
Cc1cc(=O)oc2c(C)c(OC(C)C(=O)NCCN3CCOCC3)ccc12 (configuration not stated)	-2%	-6%	3%	-4%	-16	x
CC1CCN(Cc2c(C(=O)N/N=C/c3cc(Cl)ccc3O)nnn2-c2nonc2N)CC1	-1%	71%[activator]	-11%	10µM*	-100*	7%
CCC(C)NC(=O)c1ccccc1NC(=O)COc1ccc(OC)cc1 (configuration not stated)	4%	-5%	0%	u	15	2%
Cn1c(=O)c2c(nc(N3CCN(C(=O)c4ccco4)CC3)n2CCSc2ncccn2)n(C)c1=O	0%	-4%	8%	0%	u	3%
O=C(NCC(c1ccco1)S(=O)(=O)c1ccc(Cl)cc1)c1ccccc1F (configuration not stated)	2.5µM*	x	15%	x	19	x
CCCN1CNc2c(c(=O)[nH]c(=S)n2-c2ccccc2Cl)C1	u	5%	0%	10%	3	-2%
NC(=O)CC(NC(=O)Cc1ccc(Cl)cc1)c1ccc(NC2CCCCC2)c([N+](=O)[O-])c1 (configuration not stated)	9%	-1%	4%	-8%	-2	1%
Cc1c(/C=N\NC(=O)c2cccc(F)c2)cnn1C	-1%	32%[activator]	1%	32%[activator]	2	4%
COc1ccc(CCNC(=O)c2nonc2N)cc1OC	-1%	2%	-12%	3%	50	-1%
COC(=O)c1sc(NC(C)=O)c(C(=O)OC)c1C	-16%	0%	-2%	u	-16	1%
CCc1nn(CCCC(=O)Nc2ccc(C)c(C)c2)c(=O)c2cc3occc3n12	-23%	-2%	0%	u	5	-4%
O=C(Nc1ccc(F)cc1F)C1(c2cccs2)CCOCC1	-2%	-3%	-13%	8%	0	4%
N#Cc1c(N2CCN(c3ccc(F)cc3)CC2)nc(N)c2c(N)nc3c(c12)CC(=O)N3C1CC1	-31%	51%[activator]	3%	u	-35	u
Cc1cc(NC(=O)c2cc(-c3ccco3)on2)nn1Cc1ccc(Cl)cc1	-34%	-9%	-11%	u	u	1%
COc1ccc(N(C)C(=O)c2ccc3c(c2)nnn3C)cc1	0%	12%	2%	11%	-16	-3%
Cc1cc(NC(=O)c2cc(-c3ccco3)on2)n(-c2ccccc2)n1	-31%	0%	-5%	-14%	-4	2%
COc1ccc2[nH]c3c(NCCCN4CCCC4=O)ncnc3c2c1	-31%	1%	-12%	12%	156	-1%
Cc1onc(-c2ccccc2)c1C(=O)N1CCN(CCc2ccccc2)CC1	-10%	6%	-1%	24%	15	3%
CCCC[C@@H]1CNC(=O)C(=O)N1CCCc1cc(OC)c(OC)c(OC)c1	-2%	1%	-8%	20%	-17	1%
C#C[C@@]1(O)CCC2C3CCC4=C/C(=N/OCC(=O)NC(C(=O)NC(CC(C)C)C(=O)O)C(C)C)CC[C@]4(C)C3CC[C@@]21C (some centres not stated)	-6%	5%	-3%	-2%	21	1%
Cc1c(C(=O)NCc2ccc(N(C)C)cc2)oc2c1-c1nn(Cc3cccc(Cl)c3)cc1CC2	1%	x	20%	x	15	x
CCN(CC)CCCNC(=O)C1CCN(S(C)(=O)=O)CC1	0%	x	4%	x	-16	x
C=CCn1c(SCC(=O)NC2(C)CCS(=O)(=O)C2)nc2ccccc21 (configuration not stated)	x	-8%	x	3%	-21	x
CC(=O)c1ccc(NC(=O)CSc2ccc(-c3cccs3)nn2)cc1	-1%	x	14%	x	51	x
Cc1ccc(-n2ncc3c(NCc4ccccn4)ncnc32)c(C)c1	0%	3%	u	-10%	-1	-24%
CC(C)(C)OC(=O)N1CCC2(CC1)Oc1ccc(F)cc1C(=O)C21CC(c2cccnc2)=NO1 (configuration not stated)	-10%	-3%	-5%	23%	38	3%
O=C(c1ccc(N2CCCCCC2)c([N+](=O)[O-])c1)N1CCC2(CC1)OCCO2	-1%	8%	-2%	8%	-2	-2%
COc1cc(NCCCC(C)N)c2ncccc2c1 (configuration not stated)	35µM*	-91%	-11%	u	-107*	u
CCOC(=O)N1CCN(C(=O)C2CCC(=O)N(Cc3ccc(Cl)cc3)C2)CC1 (configuration not stated)	-22%	11%	2%	8%	19	x
C=CC[C@@H](CC(=O)N[C@H](CO)Cc1ccccc1)C(=O)N[C@@H](COC(=O)[C@H](CC=C)CC(=O)OC(C)(C)C)Cc1ccccc1	x	7%	x	u	12	x
O=C(Nc1ccc(S(=O)(=O)N2CCCCC2)cc1)C1CC1	-1%	0%	-7%	3%	-11	-3%
Cc1ccc(CCNC(=O)C23CN(Cc4ccccc4)CC2C(c2cccc([N+](=O)[O-])c2)=NO3)cc1 (configuration not stated)	-9%	-18%	-5%	u	-3	8%
O=C(C1CCCO1)N1CCN(C(=S)Nc2cccc(Cl)c2)CC1 (configuration not stated)	-9%	22%	-10%	15%	55	-1%
CCN(CC)c1ccc([C@H]2[C@@H]3CCCC[C@]3(O)CCN2CC(=O)NCc2ccco2)cc1	-24%	9%	-1%	-2%	u	-10%
COc1ccc(C(=O)NCC(=O)N/N=C/c2ccc(C)o2)cc1OC	-21%	70%[activator]	-1%	11%	6	-9%
CC(C)(C)NC(=O)NC(=O)CN1CCN(c2ccccc2)CC1	1%	-8%	10%	2%	-35	5%
CCCN=C(N)/C(C(=O)OCC)=C(\O)c1ccc(OC)cc1	2%	-5%	-4%	7%	-22	-5%
COc1ccc(OCc2cc(C(=O)NC(C)Cc3ccccn3)no2)c(Cl)c1 (configuration not stated)	0%	2%	-1%	u	-5	x
O=C1NC(=O)/C(=C\c2ccc(Oc3ccc([N+](=O)[O-])cn3)cc2)S1	8%	-1%	u	3%	u	-7%
Cc1ccccc1C(=O)N1CCC(N2CCN(Cc3ccc(F)cc3)C(=O)C2=O)CC1	8%	x	1%	x	18	x
COC(=O)c1ccccc1NC(=O)C(C)Oc1ccccc1 (configuration not stated)	4%	-14%	0%	-14%	18	0%
C=CCOc1c(Br)cc(CNn2cn[nH]c2=S)cc1OC	8%	52%[activator]	-9%	4%	-19	-10%
Fc1cccc(Cl)c1Cn1nnc2c(N3CCC4(CC3)OCCO4)ncnc21	15%	-1%	3%	-24%	-18	4%
COCC(=O)N1CCC(Oc2ccc(C(=O)N3CCCCCC3)cc2)CC1	-9%	10%	-1%	10%	-4	6%
CCOc1cccc(C(=O)N(Cc2ccc(F)cc2)C2CCS(=O)(=O)C2)c1 (configuration not stated)	-21%	5%	u	29%	5	9%
O=C(NCc1cccnc1)c1ccc(Br)s1	5%	-12%	-3%	12%	-33	0%
Cc1onc(-c2ccc(Cl)cc2Cl)c1-c1csc(N/N=C/c2ccccc2Cl)n1	10%	4%	6%	-17%	28	2%
Cc1ccc(S(=O)(=O)N2CCN(C(=O)CN(Cc3ccco3)Cc3cccs3)CC2)cc1	x	-2%	x	2%	43	x
O=C1NC(=Nc2ccc(Cl)cc2)/C(=C/c2ccco2)S1	0%	-2%	-18%	u	-80*	-25%
O=[N+]([O-])c1ccc(N=Cc2sc3ccccc3c2O)cc1	1%	-13%	-8%	-2%	7	9%
O=C(CCCCl)Oc1ccc2cc(-c3ccc4ccccc4n3)c(=O)oc2c1	7%	-5%	-11%	11%	46	7%
CCS(=O)(=O)c1ccc(O)c(NC(=O)COc2ccc(Br)cc2)c1	x	-12%	-4%	6%	u	12%
Cc1ccc(-n2cccc2C(=O)NS(=O)(=O)c2ccc(C)cc2)cc1	0%	7%	-4%	-7%	68	u
Cc1cccc(OCC(=O)NCCNC(=O)c2cnccn2)c1	-4%	13%	-2%	18%	61	1%

Other results:
SMILES	Sm TGR inh	AMA1 RON2 block	AmpC inh detg	HCV inhibitor	HCMV inh	Giardia FBPA inh
O=C(Nc1cccc(C(F)(F)F)c1)c1cc(CN2CCOCC2)on1	1%	x	-3%	x	-3	x
CCN1CCCC1CN(Cc1cc2ccc(C)cc2[nH]c1=O)C(=S)Nc1ccccc1C(=O)OC (configuration not stated)	10%	-2%	-2%	-24%	-33	0%
O=C(NCC(=O)N1CCC2(CC1)NCCc1[nH]cnc12)c1ccccc1F	u	5%	3%	9%	30	x
Cc1ccc(N2CCCn3c2nc2c3c(=O)n(CC(=O)OCc3ccccc3)c(=O)n2C)cc1C	0%	x	u	x	x	2%
CC(=O)c1c(C)[n+]([O-])c2ccc3c(non3O)c12	-9%	-2%	-5%	-5%	23	-1%
NCC(=O)CCC(=O)O	-2%	3%	u	3%	-18	-10%
O=C(CCSc1ccc(F)cc1)NNC(=O)c1ccc([N+](=O)[O-])cc1	-8%	124%[activator]	-3%	-7%	-6	x
CCc1cc(=O)oc2cc(OCC(=O)NCC3CCC(C(=O)O)CC3)ccc12 (configuration not stated)	0%	2%	-10%	5%	-22	1%
COc1cccc(COC(=O)c2c(C)nn(-c3ccccc3)c2Cl)c1OC	-1%	29%	6%	u	-17	x
COc1ccc(CC(=O)Nc2ccc(S(=O)(=O)N3CCC(C)CC3)cc2)c(OC)c1	3%	-4%	5%	u	-32	x
O=C(NCc1ccco1)C1CCN(Cc2ccc(F)cc2)CC1	0%	-3%	-19%	-7%	2	-15%
Cc1ccc(CNC(=O)CC2C(=O)Nc3c2c(=O)n(C)c(=O)n3Cc2ccccc2)cc1 (configuration not stated)	-27%	12%	u	-2%	-15	14%
Fc1ccccc1-c1nc(NCCCN2CCOCC2)c2ccccc2n1	-6%	0%	-19%	10%	-22	0%
Cc1ccc(S(=O)(=O)c2ccc(Cl)cc2)cc1S(=O)(=O)N1CCN(C)CC1	0%	-10%	-2%	u	-15	0%

By substructure: the compounds so far with a tert-butyl group.
SMILES	Sm TGR inh	AMA1 RON2 block	AmpC inh detg	HCV inhibitor	HCMV inh	Giardia FBPA inh
CC(C)(C)OC(=O)N1CCC2(CC1)Oc1ccc(F)cc1C(=O)C21CC(c2cccnc2)=NO1 (configuration not stated)	-10%	-3%	-5%	23%	38	3%
C=CC[C@@H](CC(=O)N[C@H](CO)Cc1ccccc1)C(=O)N[C@@H](COC(=O)[C@H](CC=C)CC(=O)OC(C)(C)C)Cc1ccccc1	x	7%	x	u	12	x
CC(C)(C)NC(=O)NC(=O)CN1CCN(c2ccccc2)CC1	1%	-8%	10%	2%	-35	5%

Compound activity as filed in PubChem.
